Source: PubChem
aSyn rescue = rescues yeast growth from alpha-synuclein toxicity | Yeast expressing alpha-synuclein, growth rescue, BacTiter-Glo, 24 h | Potency, µM (top dose mostly 46.1 µM), without a hit: top-dose growth rescue (activation), usual class: activators | 370,000 tested, 0.14% active | AID 652106; note: % of control where 0% means no effect; nearly all actives have a fitted effect of over 65% in size
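Screening used galactose-induced yeast with toxic alpha-synuclein levels, exposed to compound for 24 hr at 30 deg C. Cell growth, read with BacTiter-Glo luminescence, gave the measured signal.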
EPAC2 agonist = agonists of human EPAC2 (RAPGEF4) | EPAC2 activation, biochemical qHTS; response scale: 100% = 6.5 mM cAMP response | AID 720711 | Potency, µM (doses to about 154 µM), inactives show at the highest dose activation, most hits filed as activators | 360,000 tested, 0.079% active; note: nearly all actives have a fitted effect of over 50% in size
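In this primary screen, activation is scored as increased exchange of BODIPY-GDP from Rap1B by 100 nM EPAC2, with 50 uM GDP as competitor. Signal is normalized to the 6.5 mM cAMP agonist control.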
TDP43 rescue = rescues yeast growth from TDP-43 toxicity. Potency, µM (series often up to 46.1 µM), for inactives: at the top dose growth rescue (activation), usual class: activators. TDP-43 expressing yeast growth rescue, BacTiter-Glo, 24 h. 410,000 tested, 1.8% active. AID 652104; note: % of control where 0% means no effect; nearly all actives have a fitted effect of over 50% in size
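Growth rescue of TDP-43-toxic yeast measured as ATP luminescence (BacTiter-Glo). Cells grown to mid-log in raffinose, induced in galactose at OD600=0.02, exposed to compound 24 hr at 30 deg C.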
EPAC1 agonist = activates human EPAC1 exchange factor | 360,000 tested, 0.073% active | EPAC1 agonist qHTS, biochemical assay; response scale: 100% = response to 6.5 mM cAMP | O95398 | Potency, µM (titrated, usually from 154 µM), for the others: at the highest dose activation, actives largely listed as activators; note: nearly all actives have a fitted effect of over 60% in size
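Compounds were pinned as a concentration titration into mixtures of EPAC1 (100 nM), BODIPY-GDP-loaded Rap1B (250 nM) and GDP (50 uM). After 5 min at room temperature, fluorescence was followed for 30 min; activity was scaled to 6.5 mM cAMP.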
PTHR1 agonist = activates the human parathyroid hormone receptor PTHR1; Q03431; Potency, µM (series often up to 115 µM), without a hit: top-dose activation, most hits filed as activators; AID 743266; HEK293 GP2 PTHR1 cells, GloSensor cAMP luminescence, 1 h; 410,000 tested, 0.075% active; note: nearly all actives have a fitted effect of over 55% in size; some results filed as inactive show a strong effect at the top dose; inactives centre near -15; many of its hits are not listed in these tables
Target sequence (Q03431 whole entry, looked up): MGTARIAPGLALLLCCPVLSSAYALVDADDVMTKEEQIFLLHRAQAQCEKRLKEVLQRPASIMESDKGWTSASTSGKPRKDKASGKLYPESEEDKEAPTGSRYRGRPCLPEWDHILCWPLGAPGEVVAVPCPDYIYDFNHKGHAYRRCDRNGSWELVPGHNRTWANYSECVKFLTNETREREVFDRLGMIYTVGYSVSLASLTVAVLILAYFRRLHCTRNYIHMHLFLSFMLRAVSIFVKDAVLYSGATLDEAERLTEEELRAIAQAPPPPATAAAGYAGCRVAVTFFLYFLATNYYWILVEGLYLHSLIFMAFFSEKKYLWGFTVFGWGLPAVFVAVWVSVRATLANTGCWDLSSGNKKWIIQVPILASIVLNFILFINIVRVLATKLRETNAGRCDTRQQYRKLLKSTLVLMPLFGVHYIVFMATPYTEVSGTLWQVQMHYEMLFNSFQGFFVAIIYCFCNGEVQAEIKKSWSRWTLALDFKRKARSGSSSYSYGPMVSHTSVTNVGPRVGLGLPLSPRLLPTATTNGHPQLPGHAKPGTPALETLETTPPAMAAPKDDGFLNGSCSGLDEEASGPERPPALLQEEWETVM
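HEK-293-derived GP2 cells expressing PTHR1 and a GloSensor cAMP reporter, 3,000/well, plated overnight, given luciferin plus IBMX (each 0.5 mM as added) for 1 h at 37 °C, then compound for 1 h at 37 °C. Luminescence was read after 15 min at room temperature.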
FUS suppressor = rescues growth of FUS-expressing yeast. 390,000 tested, 0.24% active. S. cerevisiae FUS-expressing, growth rescue, OD600, 24 h. AID 1347120. Potency, µM (series often up to 76.6 µM), for the others: at the highest dose growth rescue (activation), usual class: activators;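 note: plate controls were DMSO vehicle for no effect and reference control for full effect; nearly all actives have a fitted effect of over 55% in size; some results filed as inactive show a strong effect at the top dose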
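Compound concentration series was pinned onto galactose-induced FUS-expressing yeast seeded at OD 0.005. Plates sat 24hr at 30C; absorbance at 600 nm gave growth. DMSO served as background control.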
EPAC1 antagonist = EPAC1 (human) antagonism; EPAC1 GEF assay, Rap1b-BODIPY-GDP exchange fluorescence; 360,000 tested, 0.14% active; Potency, µM (top dose mostly 115 µM), for inactives: at the highest dose activity change, negative = inhibition, actives largely listed as inhibitors; O95398;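 note: plate controls were vehicle for no effect and positive control for full effect; nearly all actives have a fitted effect of over 50% in size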
EPAC2 antagonist = antagonists of human EPAC2. Q8WZA2. EPAC2 GEF exchange of Rap1B-BODIPY-GDP, fluorescence. AID 720708. Potency, µM (series often up to 114 µM), for inactives: at the top dose activity, negative = inhibition, most hits filed as inhibitors. 360,000 tested, 0.18% active; note: % is set by controls: 0 for no effect and ±100 for the full control effect; nearly all actives have a fitted effect of over 45% in size; many of its hits are not listed in these tables
The depositor's hits bear a star; i = inactive; ? = inconclusive; / = no result given; & = joins results of further samples; [ ] = another dose, or the depositor's remark. Calls come from the whole dose curve; as a rule, active = well fitted curve in the direction sought with a large enough effect; inconclusive = small, poorly fitted or top-dose-only effect, or another doubt; inactive = no such curve, though single readings can be large; an effect the other way counts as inactive or inconclusive. Potency is the fitted concentration of half-maximal effect. A portion of the library; count on the stated rates, not on these rows.

SMILES	aSyn rescue	EPAC2 agonist	TDP43 rescue	EPAC1 agonist	PTHR1 agonist	FUS suppressor	EPAC1 antagonist	EPAC2 antagonist
CCc1n[nH]c(CCN)n1	-2%	10%	-6%	-2%	i	9%	11%	-1%
C/C(CC(=O)N1CCN(C=O)CC1)=N\NC(=O)c1cccc([N+](=O)[O-])c1	1%	?	16%	5%	-8%	-11%	6%	-2%
CC(NC1CCCCC1)C(O)C12CC3CC(CC(C3)C1)C2 (configuration not stated)	4%	5%	-18%	4%	i	22%	5%	0%
CCOc1ccc(/C=C/C(=O)C(C(N)=O)=C2SCCS2)cc1	2%	-3%	0%	-6%	-39%[inhibitor]	/	7%	17%
COc1ccccc1-n1c(-c2cccs2)nc2ccccc2c1=O	24%	-2%	27%	2%	-12%	-11%	5%	?
COc1ccc(C(=O)CN2CCCCC2)cc1	-6%	5%	-11%	8%	i	-16%	-3%	-1%
O=c1[nH]c(CN2CC=C(c3ccccc3)CC2)nc2cc(C(F)(F)F)ccc12	7%	-6%	10%	-24%	i	21%	-14%	4%
CC(C)NS(=O)(=O)c1ccc(OCC(=O)N2CCN(Cc3ccccc3)CC2)c(Cl)c1	0%	10%	-14%	-3%	?	-3%	-7%	-2%
CC(=O)c1ccc2c(c1)OCO2	-1%	-3%	3%	-16%	i	-17%	-2%	16%
CCc1ccccc1NC(=O)CNC1CCCCC1	1%	5%	-4%[9.22 µM]	-3%	i	-3%	7%	7%
Cc1cc(OCC(=O)NCC(O)c2ccccc2)c2c3c(c(=O)oc2c1)CCC3 (configuration not stated)	0%	4%	5%	5%	-1%	?	13%	-7%
CCOc1cc2c(cc1OCC)-n1cccc1C(c1cccc(F)c1)NC2 (configuration not stated)	0%	23%	1%	7%	-17%	-20%	-8%	-17%
c1ccc(N2C3C4CC(C5CCCC54)C32)cc1 (configuration not stated)	3%	8%	6%	-2%	-17%	2%	-8%	-4%
CC(=O)Nc1cccc2c1Cc1ccccc1-2	0%	1%	?	-2%	-23%	-17%	-1%	-1%
CC1(C)C(C(=O)NCc2ccco2)C1(C)C	-7%	12%	-23%	1%	i	?	4%	20%
Cc1cc(Cl)ccc1C(=O)C1CCCN(C2CCSCC2)C1 (configuration not stated)	4%	-6%	-6%[9.22 µM]	-5%	i	18%	-8%	3%
CCOC(=O)[C@]12Cc3cc(OC)ccc3[C@H]1N(C)C(=O)c1ccccc12	0%	1%	20%	-3%	-15%	-3%	13%	-14%
CC1=C(C(=O)O)N2C(=O)C(NC(=O)Cc3ccccc3)C2SC1 (configuration not stated)	-9%	-2%	-20%	-2%	-4%	6%	2%	13%
CN(C)/C=C(\C=[N+](C)C)c1[nH]ncc1[N+](=O)[O-]	-4%	9%	-9%	15%	i	13%	-5%	5%
CCCCCn1c(=O)c(C(=O)Nc2ccccc2N)c(O)c2ccccc21	0%	0%	-5%	8%	-10%	-14%	?	-5%
O=C(c1cccc([N+](=O)[O-])c1)C12CN3CN(CN(C3)C1)C2	-2%	6%	-3%	-3%	-20%	-16%	16%	5%
COc1cc(C(C)=O)ccc1OC(=O)N(C)c1ccccc1	-2%	-1%	18%	4%	-30%	-12%	0%	-11%
COc1ccc2c(c1OC)C(=O)OC2c1c(O)n(Cc2ccc(F)cc2)c(=O)[nH]c1=O (configuration not stated)	10%	1%	-14%	4%	-57%[inhibitor][57.5 µM]	38%	-8%	-1%
CCCNC(=O)Cn1cnc2sc(C(=O)N3CCC4(CC3)OCCO4)c(C)c2c1=O	0%	4%	7%	-6%	i	11%	11%	3%
CCCCc1ccc2[nH]cc(CCN)c2c1	2%	11%	-14%	12%	i	-19%	-3%	0%
COc1ccc(OCC(=O)N2CCN(Cc3ccc(SC)cc3)CC2)cc1	11%	-1%	5%&-6%	0%	-12%&-34%	-5%&2%	9%	3%
CC12C=CC(=O)CC1CCC1C2CCC2(C)C(O)C(O)CC12 (configuration not stated)	1%	12%	-10%	0%	-7%	-2%	-5%	9%
CCCNc1oc(-c2cccc3ccccc23)nc1C#N	1%	4%	-17%	7%	i	7%	14%	8%
O=[N+]([O-])c1ccc(N2CCOCC2)c2c1no[n+]2[O-]	-70%[inhibitor]	-62%[inhibitor]	?	/	-45%[inhibitor]	-31%	?	?
CC12CCC3C(CCC4C/C(=N/O)CCC43C)C1CCC2O (configuration not stated)	3%	5%	2%	-5%	i	-5%	-11%	-5%
CS(=O)(=O)c1ccc(C2=C(CNC(=O)c3nccs3)[C@H]3CC[C@@H](C2)N3Cc2ccccc2)cc1	1%	-3%	0%	15%	-15%	-6%	-14%	-5%
C[N+]1(C)CCc2cc3c(cc2[C@H]1[C@@H]1OC(=O)c2c1ccc1c2OCO1)OCO3	-6%&12%&-14%	4%&25%	0%&8%	6%&-10%	-24%	-45%&-14%	4%&-17%	-2%&-18%
CCc1nc2ccc(N3CCN(C)CC3)cc2nc1CC	0%	17%	0%	-5%	i	25%	27%	32%[activator]
CN(Cc1c[nH]c2ccccc12)C1CCCCC1	6%	5%	3%	-9%	i	7%	-20%	-14%

Entries listed so far that contain sulfur, in the order listed:
SMILES	aSyn rescue	EPAC2 agonist	TDP43 rescue	EPAC1 agonist	PTHR1 agonist	FUS suppressor	EPAC1 antagonist	EPAC2 antagonist
CCOc1ccc(/C=C/C(=O)C(C(N)=O)=C2SCCS2)cc1	2%	-3%	0%	-6%	-39%[inhibitor]	/	7%	17%
COc1ccccc1-n1c(-c2cccs2)nc2ccccc2c1=O	24%	-2%	27%	2%	-12%	-11%	5%	?
CC(C)NS(=O)(=O)c1ccc(OCC(=O)N2CCN(Cc3ccccc3)CC2)c(Cl)c1	0%	10%	-14%	-3%	?	-3%	-7%	-2%
Cc1cc(Cl)ccc1C(=O)C1CCCN(C2CCSCC2)C1 (configuration not stated)	4%	-6%	-6%[9.22 µM]	-5%	i	18%	-8%	3%
CC1=C(C(=O)O)N2C(=O)C(NC(=O)Cc3ccccc3)C2SC1 (configuration not stated)	-9%	-2%	-20%	-2%	-4%	6%	2%	13%
CCCNC(=O)Cn1cnc2sc(C(=O)N3CCC4(CC3)OCCO4)c(C)c2c1=O	0%	4%	7%	-6%	i	11%	11%	3%
COc1ccc(OCC(=O)N2CCN(Cc3ccc(SC)cc3)CC2)cc1	11%	-1%	5%&-6%	0%	-12%&-34%	-5%&2%	9%	3%
CS(=O)(=O)c1ccc(C2=C(CNC(=O)c3nccs3)[C@H]3CC[C@@H](C2)N3Cc2ccccc2)cc1	1%	-3%	0%	15%	-15%	-6%	-14%	-5%

Ordered by heavy-atom count (largest number first): some entries from above
SMILES	aSyn rescue	EPAC2 agonist	TDP43 rescue	EPAC1 agonist	PTHR1 agonist	FUS suppressor	EPAC1 antagonist	EPAC2 antagonist
CC1=C(C(=O)O)N2C(=O)C(NC(=O)Cc3ccccc3)C2SC1 (configuration not stated)	-9%	-2%	-20%	-2%	-4%	6%	2%	13%
Cc1cc(Cl)ccc1C(=O)C1CCCN(C2CCSCC2)C1 (configuration not stated)	4%	-6%	-6%[9.22 µM]	-5%	i	18%	-8%	3%
CC(NC1CCCCC1)C(O)C12CC3CC(CC(C3)C1)C2 (configuration not stated)	4%	5%	-18%	4%	i	22%	5%	0%
